F508del corr – correctors of CFTR F508del function in bronchial epithelial cells; AID 720511; actives 0.36% (n = 350,000); CFBE cells, YFP halide quenching; stimulated with forskolin plus potentiator P3; % fluorescence drop versus neutral controls; activity (quench increase), % at 7.58 µM;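 active means mean added fluorescence quench of at least 8% versus neutral control, with both replicates also reaching 8%; inconclusive means only one of the mean or replicate conditions met; inactive means mean below 8% and not both replicates reaching 8%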;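 further: cells transiently co-express mutant CFTR-F508del with the halide-sensitive YFP; corrector assay measuring rescue of mutant channel to the surface after 24 h compound exposure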
RAD52 anneal inh – RAD52 (human) annealing inhibition; P43351; recombinant RAD52 DNA annealing, FRET fluorescence; inhibition, % at 18.7 µM; actives 0.46% (n = 360,000);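 active means every replicate showing at least 50% inhibition; inconclusive means mean inhibition at least 50% but not in every replicate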
RAD54 inh – inhibitors of human RAD54 branch migration; Q92698; RAD54 Holliday junction branch migration, FAM/BHQ fluorescence; inhibition, % at 10.4 µM; actives 0.14% (n = 360,000);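 active means mean normalized replicate activity at least 40 and at least half of replicates scoring 40 or more; inconclusive means only one of the two criteria met; inactive means mean below 40 and under half of replicates reaching 40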;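 further: 0% = median of neutral control wells and 100% = median of positive control wells; inhibitors cause a drop in the FAM fluorescence signal; in these data hits start at about 50%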
Target sequence (Q92698 whole entry, looked up): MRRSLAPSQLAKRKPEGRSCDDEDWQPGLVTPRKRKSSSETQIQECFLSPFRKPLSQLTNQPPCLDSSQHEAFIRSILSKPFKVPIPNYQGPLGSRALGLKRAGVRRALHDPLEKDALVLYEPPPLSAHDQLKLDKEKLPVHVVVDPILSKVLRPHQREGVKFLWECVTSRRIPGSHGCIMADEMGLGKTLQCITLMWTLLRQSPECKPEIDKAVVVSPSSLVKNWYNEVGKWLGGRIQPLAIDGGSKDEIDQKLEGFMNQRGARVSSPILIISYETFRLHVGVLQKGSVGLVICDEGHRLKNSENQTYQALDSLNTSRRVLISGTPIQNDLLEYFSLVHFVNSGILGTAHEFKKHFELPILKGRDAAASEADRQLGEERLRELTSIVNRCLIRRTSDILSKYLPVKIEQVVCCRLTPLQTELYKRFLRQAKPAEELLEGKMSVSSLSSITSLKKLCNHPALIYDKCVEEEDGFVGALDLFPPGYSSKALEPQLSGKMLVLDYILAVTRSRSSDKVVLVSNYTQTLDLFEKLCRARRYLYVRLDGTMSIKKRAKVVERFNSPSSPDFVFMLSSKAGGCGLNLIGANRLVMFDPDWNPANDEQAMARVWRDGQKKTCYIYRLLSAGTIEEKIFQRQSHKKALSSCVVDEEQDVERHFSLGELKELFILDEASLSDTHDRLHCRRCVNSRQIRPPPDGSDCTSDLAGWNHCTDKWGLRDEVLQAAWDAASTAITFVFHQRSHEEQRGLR
INS-1E GSIS act – primary screen for activators of insulin secretion dependent on glucose, INS-1E cells, GLuc reporter luminescence. AID 743287. activation, % at 16.6 µM. actives 0.61% (n = 370,000). INS-1E GLuc reporter insulin secretion, 2-3 h;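 active means lowest replicate activation of at least 40%, so every replicate reaches that level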;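 further: 0% = median of neutral control wells and 100% = median of IBMX positive control wells; some compounds called inactive have numbers as strong as hits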
E-selectin induc – induces E-selectin expression in human endothelial cells. activation, % at 7.58 µM. AID 686992. actives 0.37% (n = 260,000). HUVEC E-selectin immunofluorescence imaging; normalized: neutral wells 0, TNF-alpha wells 100. P16581;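 active means mean E-selectin-positive cell signal at least 10% of the positive control, reached in at least 60% of replicates, without over 20% cell loss; inconclusive means no rule given, readout overlaps actives, possibly toxicity-flagged; inactive means the rest, including those meeting only one limit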;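 further: in these data hits start at about 27%; measured in HUVEC primary endothelial cells; signal is the percent of cells scored E-selectin positive by PE staining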
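Test system – human umbilical vein endothelial cells (HUVEC), E-selectin induction · Input – 3,000 HUVEC seeded per well · Buffer or medium – EGM-2, gelatin · Compound dosing – single-point compound dose · Detection – immunofluorescence imaging · Measure – percent E-selectin-positive cells · Controls – TNF-alpha high, DMSO low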
DENV2 CPE rescue – protects cells from dengue virus 2 cytopathic effect; DENV2-infected cells, cytopathic effect rescue, plate reader; CPE inhibition, % at 9.99 µM; actives 1.7% (n = 350,000); in the data active means CPE inhibition above about 20%, passing the limit was not always enough; inconclusive means no clear call, values can overlap the other calls; tested in BHK-21 cells;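 further: 0% = median of neutral control wells and 100% = median of positive control wells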
XiGFP reactiv – reactivates the inactive X chromosome in mouse fibroblasts. actives 0.055% (n = 360,000). activation, % at 7.58 µM. AID 743238. XiGFP mouse fibroblasts, % GFP-positive cells imaging, 3 d; cells co-treated with 5-aza-dC sensitizer; scaled so ellipticine positive control = 100%;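 active means mean normalized replicate activation at least 10% and every replicate at or above 10%; inconclusive means only one of the two criteria met; inactive means mean below 10% and not all replicates reach 10%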;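 further: 0% = median of on-plate neutral control wells and 100% = ellipticine 6 µM median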
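System: 68-5-11 XiGFP fibroblast line; Timing: 3 days compound exposure; Compound dosing: one concentration, pinned; Benchmarks: positive control ellipticine, 6 µM final; Buffer or medium: DMEM containing 5-aza-dC.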
CASP6 VEID inh – inhibitors of human caspase-6; inhibition, % at 12.5 µM; P55212; actives 0.53% (n = 350,000); purified caspase-6, Z-VEID-R110 cleavage fluorescence;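 active means mean inhibition across replicates at least about 35%, with every replicate also reaching that limit, limit read from the data; inconclusive means only one of the two criteria met; inactive means neither criterion met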;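 further: 0% = median of neutral control wells and 100% = no fluorescence left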
Target sequence (P55212 24-179 limits assumed): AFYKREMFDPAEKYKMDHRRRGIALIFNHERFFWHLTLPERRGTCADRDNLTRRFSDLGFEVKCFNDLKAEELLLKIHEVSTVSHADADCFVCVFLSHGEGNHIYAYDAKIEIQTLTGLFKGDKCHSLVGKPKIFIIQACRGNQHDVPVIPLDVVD
Target sequence (P55212 194-293 limits assumed): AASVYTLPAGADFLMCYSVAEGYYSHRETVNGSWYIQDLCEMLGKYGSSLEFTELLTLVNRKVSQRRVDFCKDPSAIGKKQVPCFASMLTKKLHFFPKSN
* hit, by the source's call; ? = inconclusive; nt = not tested or not shown; & = joins results of further samples.

Compound | E-selectin induc | DENV2 CPE rescue | INS-1E GSIS act | CASP6 VEID inh | XiGFP reactiv | RAD54 inh | RAD52 anneal inh | F508del corr
CO[C@@H]1CN(C)C(=O)c2cc(NC(=O)C3CCC3)ccc2OC[C@H](C)N(Cc2cccnc2)C[C@@H]1C | -0.1 | -6 | -1 | -2 | 0.0 | -8 | 6 | 0.9
CC(=O)Nc1cccc(NC(=O)c2cccc3cccnc23)c1 | -0.1 | 10 | 4 | 0 | 0.5 | 12 | -25 | 3.2
O=C(NC1CCC1)C1CCC(=O)N(Cc2cccc(F)c2)C1 (stereo not drawn) | 0.1 | ? | nt | -3 | 0.4 | -1 | 2 | -6.3
CC(Cc1ccccc1)C(=O)N1CCN(C)CC1 (stereo not drawn) | -0.2 | 0 | 2 | 2 | -0.1 | 1 | -20 | -3.5
CCOC(=O)C1=C(C)N(CCCC(=O)O)C(=O)NC1c1ccccc1 (stereo not drawn) | -0.3 | -7 | 9 | 0 | 0.0 | -11 | -24 | 1.5
C[C@H](CO)N1C[C@H](C)[C@@H](CN(C)C(=O)Nc2cccc(C(F)(F)F)c2)OCc2ccccc2-c2c(n(C)c3ccccc23)C1=O | 1.3 | 11 | -15 | -2 | -0.5 | nt | -6 | 3.4
COC(=O)C[C@@H]1C[C@H]2c3cc(NS(=O)(=O)c4ccc(OC)cc4)ccc3O[C@H]2[C@@H](CO)O1 | 0.3 | 16 | 10 | nt | 0.2 | 8 | nt | 1.3
C[C@H](CO)N1C[C@H](C)[C@H](CN(C)C(=O)Nc2cccc3ccccc23)OCCCC[C@H](C)Oc2ccc(NS(C)(=O)=O)cc2C1=O | -0.2 | 13 | -1 | 0 | 0.0 | 4 | 7 | 1.7
CC(C)n1nc(C(=O)Nc2ccc(-n3cnnn3)cc2)c2ccccc2c1=O | nt | 1 | -1 | 0 | 0.0 | -2 | -23 | 0.5
CO[C@H]1CN(C)C(=O)c2cc(NC(=O)c3cccc(F)c3)ccc2OC[C@H](C)N(C)C[C@H]1C | 0.1 | -1 | 13 | 2 | -0.2 | 4 | 9 | -0.1
COc1ccc(C(=O)N2C[C@H]3[C@@H](c4ccccc42)[C@H](CO)N3C(=O)c2cccc(F)c2)cc1 | 0.4 | -1 | 6 | -1 | 0.2 | 6 | -6 | 0.6
O=C(C1CCCN(S(=O)(=O)c2cccnc2)C1)N1CCn2c1nc1ccccc12 (stereo not drawn) | -0.1 | 5 | 11 | -1 | 0.3 | 2 | -7 | -4.2
CNC(=O)Nc1ccc(C2SCCS2)cc1 | 8.7 | -4 | 20 | -2 | 0.2 | nt | -9 | -4.2
COc1ccccc1CC(=O)NC12CC3CC(CC(C3)C1)C2 | nt | 0 | 8 | -3 | 0.1 | 4 | -9 | -3.3
CC(=O)CCC(=O)NCCc1ccccc1F | nt | nt | -11 | -1 | nt | -7 | 6 | nt
CC(C)(C)NC(=O)CN1C(=O)/C(=C/c2ccccc2)SC1=S | nt | -3 | -1 | -4 | 0.1 | nt | -9 | -1.3
COc1ccc(S(=O)(=O)NCCN2CCOCC2)c(C)c1C | 0.5 | -4 | nt | -1 | 0.1 | 1 | 11 | 1.2
C/C=C/c1ccc([C@@H]2[C@H](CO)N(C(=O)CN(C)C)C23CN(C(=O)C2CC2)C3)cc1 | 0.0 | -6 | 2 | 0 | 0.0 | nt | 3 | 1.2
C[C@@H]1CCCCO[C@H](CN(C)S(C)(=O)=O)[C@H](C)CN([C@@H](C)CO)C(=O)c2cc(NC(=O)CCCN(C)C)ccc2O1 | 0.2 | 1 | 16 | -12 | -0.9 | 9 | -5 | -1.3
CCn1c(SCC(N)=O)nnc1C(C)C | nt | 0 | 6 | 0 | 0.0 | nt | -16 | 0.4
CN(C)Cc1csc(NC(=O)Nc2ccccc2-c2ccccc2)n1 | 2.9 | -1 | -19 | -1 | 0.0 | -3 | 17 | -4.3
CC(=O)c1ccc(S(=O)(=O)N2CCN(c3nn(C)c(=O)n(C)c3=O)CC2)cc1 | nt | 3 | 9 | 1 | 0.1 | 0 | -4 | 0.1
CC(C)NC(=O)N1[C@H](CO)[C@H]2c3ccccc3NC[C@H]21 | 0.1 | 19 | 8 | 1 | 0.0 | 0 | 1 | -2.1
COCC(=O)Nc1ccc2c(c1)C(=O)N(C)[C@@H]1CC[C@H](CC(=O)NCC3CC3)O[C@@H]1CO2 | 0.0 | 2 | 8 | 0 | 0.3 | 4 | -2 | 1.9
O=C(c1ccc(S(=O)(=O)NCc2ccco2)cc1)N1CCCC(C(F)(F)F)C1 (stereo not drawn) | 0.1 | 0 | 18 | 0 | 0.2 | 2 | 2 | 2.2
CC(C)NC(=O)N(C)C[C@@H]1OCCCC[C@@H](C)Oc2ccc(NC(=O)CCC(F)(F)F)cc2C(=O)N([C@@H](C)CO)C[C@H]1C | -0.2 | -2 | 16 | -3 | 0.4 | 9 | -4 | -3.3
CN(Cc1ccccc1)C(=O)c1ccc2nc([C@@H]3O[C@H](CO)[C@H](O)[C@H](O)[C@H]3O)[nH]c2c1 | 0.0 | 7 | 25 | 3 | -0.1 | 9 | 8 | -4.9
CCNC(=O)[C@@H]1[C@@H](CO)[C@@H]2Cn3c(ccc(/C=C/c4ccccc4)c3=O)[C@H]1N2C(=O)c1ccncc1 | 0.5 | 6 | 5 | -2 | 0.3 | -2 | 1 | -2.7
CN(C)S(=O)(=O)c1cc(NC(=O)CNCc2ccccc2)ccc1Cl | nt | -1 | 12 | -3 | -0.1 | -1 | -9 | 0.6
C[C@@H]1CN([C@@H](C)CO)C(=O)c2cc(NC(=O)Nc3ccc(C(F)(F)F)cc3)ccc2O[C@H]1CN(C)S(=O)(=O)c1cn(C)cn1 | nt | 12 | 1 | 1 | 0.0 | 10 | 3 | -1.6
COc1ccc(NC(=O)Nc2ccc3c(c2)C(=O)N([C@@H](C)CO)C[C@@H](C)[C@H](CN(C)Cc2ccc(C(=O)O)cc2)O3)cc1 | -0.2 | 2 | 14 | -1 | -0.1 | 3 | -11 | 1.0
C/C=C/c1ccc2c(c1)O[C@H](CN(C)C(=O)c1cccnc1)[C@@H](C)CN([C@H](C)CO)S2(=O)=O | 0.3 | 0 | 8 | 2 | -0.5 | 0 | -8 | 0.6
CCc1ccc(OCC(=O)N/N=C(\C)c2ccc(OC(F)F)cc2)cc1 | -0.1 | -3 | -23 | -3 | 0.0 | nt | -10 | 0.8
O=C(C[C@H]1CC[C@@H](NC(=O)c2ccc(F)cc2)[C@@H](CO)O1)NCCc1ccncc1 | -0.4 | 0 | 8 | -1 | -0.4 | 4 | 2 | 1.3
COc1ccc([C@H]2CC(=O)C=C(c3ccc(OC)nc3)C2)cc1 | nt | -17 | 2 | 1 | 0.0 | -1 | -38 | 3.3
Nc1ncnc2c1ncn2[C@@H]1O[C@H](C(=O)N[C@H]2c3ccccc3C[C@H]2O)[C@@H](O)[C@H]1O | 1.2 | 5 | 9 | 1 | 0.2 | -1 | -13 | 3.7
CCCOc1ccc(C(O)CCNC(CC(=O)O)c2ccccc2)cc1 (stereo not drawn) | nt | -2 | 1 | 3 | 0.0 | nt | -12 | nt
CCCCOCC1CN(CCCC)S(=O)(=O)c2c(cccc2N(C)S(=O)(=O)c2ccc(C)cc2)O1 (stereo not drawn) | 0.0 | -9 | -33 | -7 | 0.1 | nt | -3 | 0.2
COC(=O)Cn1c(=NC(=O)C2COc3ccccc3O2)sc2cc(S(N)(=O)=O)ccc21 (stereo not drawn) | -0.6 | -3 | -2 | -4 | 0.0 | -7 | -9 | 2.4
CN(CC(=O)Nc1ccc2c(c1)OCO2)S(=O)(=O)c1ccc(F)cc1 | nt | 1 | 0 | 2 | 0.0 | 9 | -2 | 1.7
O=C(O)c1ccc(NC(=O)c2ccc3c(c2)C(=O)N(CC2CCCO2)C3=O)cc1 (stereo not drawn) | nt | 5 | -4 | 5 | nt | -10 | -4 | 0.2
COc1ccccc1NS(=O)(=O)c1ccc2oc(N)nc2c1 | nt | 3 | 20 | -1 | 0.2 | 2 | -3 | 0.9
CCOC(=O)c1ccc(NC(=O)C(=O)NCC2(c3ccc(OC)cc3)CCOCC2)cc1 | 14 | -2 | -2 | 1 | 0.2 | -2 | 1 | 0.2
O=C1O[C@H](c2ccccc2)[C@H](c2ccccc2)N2[C@H]1[C@@H](C(=O)NC[C@H](O)c1ccccc1)[C@]1(C(=O)Nc3ccc(C#CC4=CCCCC4)cc31)[C@H]2c1ccc(OCCO)cc1 | nt | -9 | nt | -2 | nt | -8 | -38 | -1.8
Cc1[nH]n(-c2ccccc2)c(=O)c1C=NCc1ccncc1 | nt | 8 | 8 | -3 | -0.1 | -9 | 0 | 4.3
CCN(CC(=O)Nc1ccc2c(c1)OCCO2)Cc1cc(=O)oc2c(C)c(C)ccc12 | nt | nt | -5 | 3 | nt | 5 | -26 | 0.2
CC(C)C[C@H](NC(=O)c1nc[nH]c1C(=O)N(C)Cc1ccccc1)C(=O)OCc1ccccc1 | 0.1 | 0 | -14 | 2 | -0.6 | -1 | -10 | 1.7
O=C(CN(Cc1ccccc1)C(=O)CCl)c1cccc(Br)c1 | -0.3 | -13 | 5 | nt | 0.0 | -2 | -5 | -1.0
CO[C@H]1CN(C)C(=O)c2cc(NC(=O)Nc3cc(Cl)cc(Cl)c3)ccc2OC[C@H](C)NC[C@@H]1C | 0.6 | nt | 5&-25 | nt | 0.0&0.0 | nt | 33 | -1.5
O=C(c1ncn(Cc2ccccc2)c1C(=O)N1CCN(c2ccccc2)CC1)N1CCN(c2ccccc2)CC1 | 0.3 | 10 | -17 | 0 | -0.1 | -18 | -14 | -2.0
COC(=O)Nc1ccc(S(=O)(=O)N2CCCC(C(=O)NCC3CCCO3)C2)cc1 (stereo not drawn) | -0.4 | 1 | nt | 2 | 1.5 | 0 | -1 | 1.3
CCCNC(=O)N1[C@H](CO)[C@@H]2c3ccccc3N(C(=O)c3cccnc3)C[C@@H]21 | 0.4 | 0 | -1 | nt | 0.2 | -5 | -10 | -3.5
N#CCC(=O)Nc1ccc(C(=O)OC(C(=O)Nc2ccc([N+](=O)[O-])cc2Br)c2ccccc2)cc1 (stereo not drawn) | nt | ? | 12 | -3 | 0.0 | 1 | -56 | -3.4
Cc1ccc2nsnc2c1S(=O)(=O)N(Cc1ccco1)Cc1cc2cccc(C)c2[nH]c1=O | nt | 4 | -4 | 1 | nt | nt | -15 | -0.9
O=C1C2C=C(I)[C@H](C[C@@H]2OCCCCCCO)[C@@]12CO2 | nt | -9 | nt | 2 | nt | -7 | 4 | 0.2
Cc1ccc(S(=O)(=O)Nc2ccc3c(c2)CC(=O)N([C@@H](C)CO)C[C@H](C)[C@@H](CN(C)C(=O)Nc2c(C)noc2C)O3)cc1 | -0.1 | -4 | 5 | nt | -1.0 | 7 | -3 | 0.8
